CHRM5 PAM: human M5 muscarinic receptor positive allosteric modulators, primary screen, CHO-K1 cells, Fluo-8 calcium fluorescence; CHO-K1 hM5, ACh EC20 PAM; 0% = ACh EC20, 100% = ACh EC100; activation, % at 3 µM; 0.3% of 360,000 active; AID 624038, 2012;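 active = activation above the run cutoff, the mean activation of all test compounds plus 3 SD, cut at about 18% in these data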
Target sequence (P08912 whole entry, looked up): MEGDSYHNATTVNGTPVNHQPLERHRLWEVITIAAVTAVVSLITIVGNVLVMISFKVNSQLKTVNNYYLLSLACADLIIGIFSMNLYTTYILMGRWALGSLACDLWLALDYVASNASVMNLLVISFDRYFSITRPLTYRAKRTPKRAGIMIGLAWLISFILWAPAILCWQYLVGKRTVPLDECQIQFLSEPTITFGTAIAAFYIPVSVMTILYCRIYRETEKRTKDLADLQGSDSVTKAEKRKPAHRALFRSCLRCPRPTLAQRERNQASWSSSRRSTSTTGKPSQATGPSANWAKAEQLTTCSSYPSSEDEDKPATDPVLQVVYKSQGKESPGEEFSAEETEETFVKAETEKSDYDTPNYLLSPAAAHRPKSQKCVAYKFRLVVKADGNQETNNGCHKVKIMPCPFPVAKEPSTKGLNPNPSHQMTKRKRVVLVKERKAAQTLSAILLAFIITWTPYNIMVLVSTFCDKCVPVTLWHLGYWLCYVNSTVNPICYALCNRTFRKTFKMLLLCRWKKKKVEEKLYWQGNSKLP
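Probe or stimulus: acetylcholine, EC20 level; Assay system: human M5 receptor in CHO-K1 cells; Schedule: compound preincubation 140 s before EC20 acetylcholine addition; Technique: intracellular calcium via Fluo-8 fluorescence; Dosing: single-point, 3 µM nominal; Read-out basis: percent activation from peak-over-basal fluorescence ratio, scaled EC20-to-EC100 acetylcholine; Repeats: one well per compound, no replicates.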
CRFBP-R2 block: antagonists of CRF-BP/CRF-R2 complex, primary screen, cell-based, HEK293, calcium dye fluorescence, uHTS | inhibition, % at 11.8 µM | 0.59% of 350,000 active | CRF-induced calcium fluorescence | AID 588475, 2011;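 active = inhibition of the ligand-induced calcium signal above about 50% at the single tested concentration, limit read from the data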
CHRM4 PAM: human M4 muscarinic receptor positive allosteric modulators, primary screen, CHO-K1 cells, Fluo-8 calcium fluorescence; 0.4% of 360,000 active; AID 624126, 2012; activation, % at 3 µM; CHO-K1 hM4/Gqi5, ACh EC20; 0% = ACh EC20, 100% = maximal ACh;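 active = activation above its plate's cutoff, the mean activation of sample wells plus 3 SD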; also: some results filed as inactive read as strong as hits
Target sequence (P08173 whole entry, looked up): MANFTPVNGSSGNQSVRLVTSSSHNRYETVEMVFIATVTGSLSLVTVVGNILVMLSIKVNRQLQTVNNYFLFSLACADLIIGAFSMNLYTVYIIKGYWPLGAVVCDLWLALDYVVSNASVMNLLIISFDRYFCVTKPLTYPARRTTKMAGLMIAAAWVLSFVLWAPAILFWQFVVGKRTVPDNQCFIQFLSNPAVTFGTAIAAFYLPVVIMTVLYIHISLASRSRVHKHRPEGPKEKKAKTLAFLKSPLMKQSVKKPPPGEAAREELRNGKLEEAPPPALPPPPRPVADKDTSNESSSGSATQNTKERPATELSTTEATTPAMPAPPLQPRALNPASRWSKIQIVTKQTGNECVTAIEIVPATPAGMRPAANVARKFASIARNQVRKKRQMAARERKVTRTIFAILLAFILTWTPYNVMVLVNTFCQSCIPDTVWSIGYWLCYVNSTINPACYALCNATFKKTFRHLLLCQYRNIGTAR
CRFR2-BP ag: agonists of CRF-BP/CRF-R2 complex, primary screen, cell-based, HEK293, calcium dye fluorescence, uHTS | CRF-binding protein / CRF receptor 2 complex (human) | 0.46% of 350,000 active | calcium dye fluorescence (FLIPR); percent of saturating CRF peptide response | activation, % at 13.2 µM;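 active = activation of at least 50%, plus an integration ratio under a set limit after plate pattern correction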;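 also: plate controls were neutral control wells without compound for no effect and CRF at EC100 for full effect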
TAAR1 agonist: human TAAR1 agonists, primary screen, Fluo-8 calcium fluorescence, CHO RD-HGA16 cells; AID 624467, 2012; Trace amine-associated receptor 1 (Homo sapiens), Q96RJ0; vehicle wells 0%, saturating PEA agonist 100%; activation, % at 3 µM; 0.99% of 360,000 active;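 active = activation above the mean activation of all test compounds in the run plus 3 SD, cut at about 38% in these data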
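System: CHO-derived RD-HGA16 cells with stable Gα16 and human TAAR1 / Times: 17-24 h plating, Fluo-8 75 min 37 °C, 30 min RT / Technique: calcium-sensitive Fluo-8 signal, excitation 470-495, emission 515-575 nm / Measure: % activation relative to PEA EC100 response / Benchmarks: DMSO and PEA EC100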
CHRM5 antagonist: human M5 muscarinic receptor antagonists, primary screen, CHO cells, Fluo-8 calcium fluorescence | Muscarinic acetylcholine receptor M5 (Homo sapiens), P08912 | CHO-hM5 cells, ACh EC80 | inhibition, % at 3 µM | 0.59% of 360,000 active;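 active = inhibition above a per-plate cutoff, the mean of that plate's test compounds plus 3 SD, cut at about 27% in these data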;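 also: 0% = acetylcholine EC80 with DMSO and 100% = DMSO without agonist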
TAAR1 antagonist: human TAAR1 antagonists, primary screen, Fluo-8 calcium fluorescence, CHO RD-HGA16 cells. antagonist. 1.5% of 360,000 active. AID 624466, 2012. Trace amine-associated receptor 1 (Homo sapiens), Q96RJ0. inhibition, % at 3 µM;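 active = inhibition above a per-plate cutoff, the mean inhibition of test compounds on that plate plus 3 SD, cut at about 49% in these data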;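 also: 0% = DMSO plus EC80 beta-PEA response and 100% = DMSO alone without agonist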
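System: RD-HGA16 CHO cells with stable hTAAR1 and Gα16 | Probe or stimulus: EC80 β-phenethylamine stimulus | Dosing: 3 µM, single point | Times: Dye loading 75 min at 37 °C, then 30 min room temperature | Measured by: Fluo-8 calcium-sensitive fluorescence | Read-out basis: % inhibition of agonist calcium response | Replicates: n of 1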
M5 ag: human M5 muscarinic receptor agonists, primary screen, CHO-K1 cells, Fluo-8 calcium fluorescence | Muscarinic acetylcholine receptor M5 (Homo sapiens), P08912 | CHO-K1 hM5 cells; 0% DMSO wells, 100% maximal acetylcholine response | activation, % at 3 µM | 0.19% of 360,000 active | AID 624037, 2012;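 active = activation above the run's mean over test compounds plus 3 SD, cut at about 23% in these data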;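 also: signal is peak over basal fluorescence ratio across the kinetic read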
M1 PAM parental: nonselective calcium activators in parental CHO-K1 cells, primary screen, counter-screen for M1 PAM project, cell-based, Fluo-8 calcium fluorescence, full deck, 1536-well. ATP EC20; 0% at ATP EC20, 100% at ATP max. activation, % at 3 µM. 0.02% of 360,000 active;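 active = activation above the run cutoff, the mean activation of all test compounds plus 3 SD, cut at about 40% in these data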;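 also: peak over basal fluorescence ratio in a 140 s read after ATP addition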
The depositor's hits bear a star; . = no result given.

SMILES	CHRM5 PAM	CRFBP-R2 block	CHRM4 PAM	CRFR2-BP ag	TAAR1 agonist	CHRM5 antagonist	TAAR1 antagonist	M5 ag	M1 PAM parental
CS(=O)c1ccccc1COC(=O)Nc1ccccc1 (centres undefined)	0	-15	-2	0.1	.	-11	.	2	-8
CCOC(=O)C1=C(C)N(CCCC(=O)O)C(=O)NC1c1ccc(OC)cc1 (centres undefined)	13	10	11	-1.7	5	-3	-12	4	10
Cc1ccc(N(C(=O)Cn2nnc(-c3ccccc3)n2)C(C(=O)NC2CCCCC2)c2ccccn2)cc1C (centres undefined)	4	56*	12	-2.7	9	-4	-29	-1	26
CCSc1nnc2c(n1)[nH]c1c(C)cccc12	-5	-18	-1	-0.2	4	1	-10	6	0
COc1ccc(CCNc2oc(-c3ccco3)nc2C#N)cc1	-3	-17	4	0.9	-2	-4	-5	-1	13
COc1cccc(N2C(=O)CC(Sc3nc(C)cc(C)n3)C2=O)c1 (centres undefined)	-1	13	-2	-0.5	1	8	-11	2	-22
COc1ccc(OCC(=O)NNC(=O)c2ccccn2)cc1	-6	-9	-1	-0.8	5	7	-10	1	-1
Cc1ccc(C(=O)OCC(=O)NC2CCCC(C)C2C)cc1S(=O)(=O)N1CCCCC1 (centres undefined)	-2	18	3	-1.2	1	-4	13	1	-18
CCc1ccc(CN(C)Cc2c(C(=O)N3CCOCC3)nc3c(C)cccn23)nc1	-4	-2	-3	-2.1	2	2	-11	-1	6
O=C(CCNS(=O)(=O)c1ccccc1F)N1CCN(Cc2ccccc2)CC1	-3	-1	7	-0.6	1	6	-8	1	-16
NC(=S)NNc1cccc2cccnc12	3	-1	-2	3.0	2	7	-24	3	-1
N#Cc1ccccc1NC(=O)COC(=O)c1ccc2c(c1)OCO2	-2	5	4	0.8	14	4	-8	3	8
Cn1c(=O)c2cc(NC(=O)NCc3ccc(F)cc3)ccc2n1C	4	.	-3	.	1	3	6	-1	17
CSc1cccc(NC(N)=S)c1	15	16	2	-0.6	0	-2	-23	2	24
COc1ccc(NC(=O)C2(C)CCN2C(=O)Cc2ccc(Cl)cc2Cl)cc1OC (centres undefined)	-10	.	0	.	0	7	-10	3	-3

Reformatted as comma-separated lines: part of the list above.
compound,CHRM5 PAM,CRFBP-R2 block,CHRM4 PAM,CRFR2-BP ag,TAAR1 agonist,CHRM5 antagonist,TAAR1 antagonist,M5 ag,M1 PAM parental
O=C(CCNS(=O)(=O)c1ccccc1F)N1CCN(Cc2ccccc2)CC1,-3,-1,7,-0.6,1,6,-8,1,-16
N#Cc1ccccc1NC(=O)COC(=O)c1ccc2c(c1)OCO2,-2,5,4,0.8,14,4,-8,3,8
COc1ccc(NC(=O)C2(C)CCN2C(=O)Cc2ccc(Cl)cc2Cl)cc1OC (centres undefined),-10,.,0,.,0,7,-10,3,-3
CCOC(=O)C1=C(C)N(CCCC(=O)O)C(=O)NC1c1ccc(OC)cc1 (centres undefined),13,10,11,-1.7,5,-3,-12,4,10

Following part:
SMILES	CHRM5 PAM	CRFBP-R2 block	CHRM4 PAM	CRFR2-BP ag	TAAR1 agonist	CHRM5 antagonist	TAAR1 antagonist	M5 ag	M1 PAM parental
CCc1nn(C(C)C(=O)NCc2cccc(OC)c2)c(=O)c2cc3occc3n12 (centres undefined)	12	5	-2	-3.3	-1	-21	-7	-1	-5
CCOc1ccc(NC(=O)c2ccc(F)c(S(=O)(=O)N3CCN(c4ccccn4)CC3)c2)cc1	-5	7	12	2.1	5	0	14	4	9
O=C(CCN1CCc2ccccc2CC1)c1ccc2c(c1)OCCO2	-1	-2	-2	5.8	92*	6	85*	-7	13
CCCNCc1cc(OCC)c(OCC(N)=O)cc1Br	9	11	3	1.2	1	1	14	-7	10
O=C(Nc1ccc(Br)cc1F)c1ccncc1	7	3	10	0.3	-2	-4	-5	-4	7
O=C(NC(c1ccc(Cl)cc1)c1cnccn1)C1CCN(CCOc2ccc(F)cc2)CC1 (centres undefined)	2	.	-3	.	3	-5	-17	-2	1
COc1ccc2oc(=O)cc(-c3cc4ccccc4o3)c2c1	6	-1	4	2.3	5	-9	-12	-1	-15
Oc1ccc(NCc2ccc(OCc3ccccc3)cc2)cc1	-4	-4	-2	-1.8	9	9	0	-4	-19
CCOC(=O)N1CCC(n2c(SCC(=O)N3CCCC3)nc3ccccc3c2=O)CC1	-3	-23	3	-0.9	10	6	0	2	1
COc1ccc2c(c1C)CCC(C)(C#N)C2=O (centres undefined)	-3	8	2	-1.5	-2	8	-17	-5	-6
Cc1ccccc1NC(=O)c1ccc(-n2cncn2)nc1	0	18	1	2.6	3	0	7	-2	7
COc1cccc(OCC(=O)NNC(=O)C(=O)Nc2ccc(OC)cc2OC)c1	2	15	4	0.0	-1	12	-8	-3	8
S=C(Nc1cc(Cl)cc(Cl)c1)N1CCN(c2ccccn2)CC1	-8	6	2	-0.8	1	18	5	-5	-5
COc1cccc(Nc2nnc(SCn3nnc4ccccc4c3=O)s2)c1	-6	-1	-2	0.6	8	1	30	2	-1
O=C(Nc1ccncc1)c1cc2ccccc2o1	-3	-17	0	-0.6	9	4	-9	2	-8

Some entries already given, reduced to CHRM5 antagonist, CRFBP-R2 block and TAAR1 antagonist.
mol,CHRM5 antagonist,CRFBP-R2 block,TAAR1 antagonist
COc1cccc(OCC(=O)NNC(=O)C(=O)Nc2ccc(OC)cc2OC)c1,12,15,-8
S=C(Nc1cc(Cl)cc(Cl)c1)N1CCN(c2ccccn2)CC1,18,6,5

The list continues.
SMILES	CHRM5 PAM	CRFBP-R2 block	CHRM4 PAM	CRFR2-BP ag	TAAR1 agonist	CHRM5 antagonist	TAAR1 antagonist	M5 ag	M1 PAM parental
C=CCn1c(COc2ccc(F)cc2)nnc1SCC(=O)NC1CCS(=O)(=O)C1 (centres undefined)	2	1	13	-1.0	0	1	-19	-2	-4
COc1ccc(N(CC(=O)Nc2cccc(C(F)(F)F)c2)S(C)(=O)=O)cc1	-1	7	4	0.0	5	0	0	0	19
CC(C)CN=Cc1c(O)c([N+](=O)[O-])cc2oc3c(c12)CCCC3	4	13	17	0.6	1	-1	-30	3	12
COCCNc1ccc(N2C(=O)C3CCCCC3C2=O)cc1[N+](=O)[O-] (centres undefined)	0	-11	2	1.2	6	9	11	-2	18
COc1cccc(CC2(CO)CCCN(Cc3c(C)cc(C)cc3-n3cccn3)C2)c1 (centres undefined)	2	1	-7	2.6	1	-3	6	-7	25
Cc1ccc(NC(=O)CN2C(=O)/C(=C\c3cccs3)SC2=S)cc1	3	-1	6	-0.2	8	-18	5	2	-8
CCCCOC(=O)C1[C@H]2C(=O)N(Cc3cccs3)C[C@]23C=C[C@H]1O3 (some centres undefined)	-9	9	1	-0.5	2	2	9	1	-12
O=C(CSc1ccc(-c2ccco2)nn1)NC1CCCC1	-4	-5	-7	2.8	0	4	-18	-1	12
CC(C)n1c(C(=O)OCC(=O)NCc2ccc3c(c2)OCO3)cc2occc21	5	-4	13	2.0	4	7	3	-1	11
COCCCNC(=O)CN(c1ccc(Cl)c(Cl)c1)S(C)(=O)=O	2	-3	8	4.3	10	-11	-4	0	-3
CC(O)(c1ccccc1)c1nc(/C=C/c2ccccc2)cs1 (centres undefined)	-2	.	-4	.	2	8	-16	0	10
COc1ccc(NC(=O)/C(=C\c2ccccc2)NC(=O)c2ccco2)cc1	-3	4	4	-2.3	1	4	-16	0	8
CCC(CC)C(C(=O)NCc1ccccc1)N1CCN(C(=O)C2CCCO2)CC1 (centres undefined)	0	.	10	.	1	1	-6	0	.
Cc1ccc(C(C)NC(=O)C2CCCC2)c(C)c1 (centres undefined)	-1	-1	-5	0.5	8	1	1	1	16
CC(C)=NOC(=O)c1ccc(-c2ccccc2)cc1	-2	4	0	-3.6	-1	1	-25	-1	0
CCOc1ccc2c(c1)/C(=C(\C(Cl)=C(Cl)Cl)[N+](=O)[O-])N2	0	2	12	0.9	5	13	-11	-2	-16
CCOc1ccc(N(CC(=O)NC2CCCC2)S(=O)(=O)c2c(C)[nH]c(=O)[nH]c2=O)cc1	-1	-7	3	0.5	-1	-1	15	0	24
CCc1nnc(NC(=O)C2CC(=O)N(c3ccc4c(c3)OCCO4)C2)s1 (centres undefined)	-2	-11	-5	-1.9	6	7	7	2	3
Cc1cc(C)cc(N(C(=O)c2csnn2)C(C(=O)NC(C)(C)C)c2ccccn2)c1 (centres undefined)	14	7	6	-0.4	2	2	4	3	19
O=C(CSc1nc2ccccc2s1)Nc1cc(S(=O)(=O)N2CCOCC2)ccc1Cl	-2	9	-3	2.8	2	1	-3	-2	13
Cc1ccc(-n2[nH]c(C)c(C=Nc3ccc(Br)cn3)c2=O)cc1	6	0	0	0.2	8	3	17	1	-4
COc1ccc(CCN(Cc2ccccn2)C(=S)Nc2ccccc2F)cc1OC	-2	4	0	-0.8	1	12	-15	-1	-3
O=C(NCc1ccccc1)C(c1ccc(-c2ccccc2)cc1)N1CCN(CCN2CCOCC2)CC1 (centres undefined)	-10	.	-6	.	0	7	6	-6	.
COc1ccc(CNc2ccc(N3CCOCC3)cc2)cc1	4	-1	3	-0.2	3	5	-13	-1	7
C=CCn1c(C(C)NC(=O)C(C)(C)C)nc2ccccc21 (centres undefined)	-2	3	-4	0.6	5	-8	4	-1	22

2 neighbouring compounds from above:
SMILES	CHRM5 PAM	CRFBP-R2 block	CHRM4 PAM	CRFR2-BP ag	TAAR1 agonist	CHRM5 antagonist	TAAR1 antagonist	M5 ag	M1 PAM parental
COc1ccc(CNc2ccc(N3CCOCC3)cc2)cc1	4	-1	3	-0.2	3	5	-13	-1	7
C=CCn1c(C(C)NC(=O)C(C)(C)C)nc2ccccc21 (centres undefined)	-2	3	-4	0.6	5	-8	4	-1	22

Screening data (PubChem BioAssay)

Hits appear at their usual frequency. About 4.2% of those tested had a hit in this group.
